Tn6 DDE FP = inhibitors of Tn6 peptide binding to human fibrin DD(E); Fibrin DD(E) TRITC-Tn6 fluorescence polarization displacement; hit rate 0.21% among 370,000; AID 720509; inhibition, % at 8.3 µM;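 active = inhibition above a per-campaign cutoff: mean of compounds within control limits plus 3 SD, cut at about 15% in these data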;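 note: 0% = median of all compound wells on the plate and 100% = blocking peptide control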
ADAM10 inh = inhibitors of human ADAM10. inhibition, % at 7 µM. O14672. AID 720582. hit rate 0.62% among 370,000. recombinant ADAM10, EDANS/DABCYL FRET peptide cleavage, 3 h;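 active = inhibition above a per-campaign cutoff equal to the mean of compounds falling between control-based bounds plus 3 SD, cut at about 20% in these data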;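 note: 0% = DMSO wells while the 100% control is not disclosed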
PLC-gamma1 inh = PLC-gamma1 (human) inhibition, primary screen; P19174; purified PLC-gamma1, fluorogenic substrate, fluorescence; inhibition, % at 12.2 µM; hit rate 0.84% among 370,000; AID 720700; in the data active = inhibition above about 9.5%
TDP2 absorb = TDP2 (human) inhibition, absorbance primary screen | hit rate 0.34% among 370,000 | O95551 | inhibition, % at 12.8 µM | recombinant TDP2, T5PNP hydrolysis, p-nitrophenol absorbance 415 nm;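 active = inhibition above the mean of all tested compounds plus 3 SD, set per campaign, cut at about 25% in these data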;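 note: 0% = DMSO with enzyme and 100% = buffer with substrate but no TDP2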
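Assay system: Recombinant human TDP2 | Quantity: 120 nM TDP2 per well | Incubation: 2 h at 37 °C | Signal: Epi absorbance | Evaluation: Percent inhibition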
ASAP1 GAP inh = inhibitors of human ASAP1 ArfGAP activity; Q9ULH1; ASAP1-stimulated ARF1 GTP hydrolysis, GDP FP detection; inhibition, % at 16.5 µM; hit rate 0.19% among 360,000; AID 624377; in the data active = inhibition above about 25%;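 note: 0% = vehicle with enzyme and substrate and 100% = no enzyme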
Target sequence (Q9ULH1 325-724 limits assumed): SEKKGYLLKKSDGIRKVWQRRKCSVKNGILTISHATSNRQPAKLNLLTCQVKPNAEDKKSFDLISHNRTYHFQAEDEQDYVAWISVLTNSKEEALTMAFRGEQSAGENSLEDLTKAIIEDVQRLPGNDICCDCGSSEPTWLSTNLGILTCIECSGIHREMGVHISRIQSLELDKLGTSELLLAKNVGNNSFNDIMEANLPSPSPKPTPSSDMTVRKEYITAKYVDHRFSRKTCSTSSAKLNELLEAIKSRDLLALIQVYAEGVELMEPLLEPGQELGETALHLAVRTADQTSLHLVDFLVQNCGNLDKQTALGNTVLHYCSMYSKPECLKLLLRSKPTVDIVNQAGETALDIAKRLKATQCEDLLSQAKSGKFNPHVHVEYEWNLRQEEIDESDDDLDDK
ARFGAP1 inh = rat ARFGAP1 inhibition; Q62848; Arfgap1-stimulated ARF1 GTP hydrolysis, GDP FP detection; inhibition, % at 16.5 µM; hit rate 0.26% among 360,000;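 active = inhibition above a per-plate limit, mean inhibition of low control wells plus 3 SD, cut at about 25% in these data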;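 note: 0% = DMSO wells with enzyme and 100% = wells lacking Arfgap1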
Target sequence (Q62848 1-136 limits assumed): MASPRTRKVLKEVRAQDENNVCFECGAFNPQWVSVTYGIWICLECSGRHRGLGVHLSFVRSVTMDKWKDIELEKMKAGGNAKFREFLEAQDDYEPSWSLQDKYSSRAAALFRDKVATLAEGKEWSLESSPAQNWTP
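Assay system: Rat Arfgap1 GAP domain (His6, aa 1-136), purified enzyme | Buffer or medium: HEPES 25 mM pH 7.5, NaCl 150 mM, MgCl2, DTT | Schedule: GTP hydrolysis reaction 2 h at 25 °C | Signal: FP of antibody-bound GDP Alexa 633 tracer, ex 620/em 688 nm | Measure: Percent inhibition of Arfgap1-stimulated GTP hydrolysis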
ADAM17 inh = inhibits human ADAM17. inhibition, % at 6.95 µM. P78536. recombinant ADAM17, EDANS/DABCYL FRET peptide cleavage. hit rate 0.83% among 370,000;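 active = inhibition above the mean of compounds lying between control limits plus 3 SD, set per campaign, cut at about 8.5% in these data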;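 note: 0% = DMSO-only wells as the low control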
LEDGF integ inh = blocks HIV-1 LEDGF/p75-dependent DNA integration; TR-FRET IN-LEDGF/p75 DNA integration, Eu/Cy5; hit rate 0.64% among 370,000; inhibition, % at 3.7 µM; AID 743269;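 active = inhibition above the screen-wide mean plus 3 SD, cut at about 13% in these data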;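 note: signal is the Cy5 over europium emission ratio at 671 and 618 nm; 0% = plate median of compound wells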
DDE Tn7 FP inh = disrupts Tn7 cyclic peptide binding to fibrin D-Dimer-E complex; hit rate 0.13% among 370,000; P02675; FP displacement of FITC-Tn7 peptide from fibrin DD(E); 0% = median of compound wells per plate; inhibition, % at 8.3 µM;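 active = inhibition above the mean of compounds falling within the control limits plus 3 SD of them, cut at about 14% in these data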;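 note: 0% = plate median of compound wells and 100% = 10 µM Aha-Tn7 peptide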
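System: human fibrin DD(E); quantity: Fibrin-DD(E) at 2 µM final; also added: fluorescent Tn7 probe at 0.1 µM; compound dosing: single nominal test concentration of 8.3 µM per compound; schedule: 10 min preincubation, 3 h with tracer, room temperature; detection: fluorescence polarization of the labelled Tn7 tracer; repeats: one replicate per compound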
KLK7 zymogen act = proKLK7 (human) activation, primary screen; P49862; purified proKLK7, EDANS-DABCYL substrate fluorescence; 100% is mature enzyme control, 0% vehicle; activation, % at 7 µM; hit rate 0.9% among 370,000; AID 652039;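 active = activation above the mean of all tested compounds plus 3 SD, computed per campaign excluding outliers beyond control limits, cut at about 13% in these data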
Target sequence (P49862 whole entry, looked up): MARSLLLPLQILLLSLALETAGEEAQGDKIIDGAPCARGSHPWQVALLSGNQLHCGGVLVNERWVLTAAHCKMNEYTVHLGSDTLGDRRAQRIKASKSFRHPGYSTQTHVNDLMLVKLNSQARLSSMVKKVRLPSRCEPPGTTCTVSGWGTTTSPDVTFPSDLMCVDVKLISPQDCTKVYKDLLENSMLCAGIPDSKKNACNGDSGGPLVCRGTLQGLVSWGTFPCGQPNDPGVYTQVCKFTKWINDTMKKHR
Numbers without * were called inactive; i = inactive.

The line under a structure holds: Tn6 DDE FP | ADAM10 inh | PLC-gamma1 inh | TDP2 absorb | ASAP1 GAP inh | ARFGAP1 inh | ADAM17 inh | LEDGF integ inh | DDE Tn7 FP inh | KLK7 zymogen act
- Cc1cc(C)cc(C(=O)n2cnnc2N)c1
 : -3.6 | -0.9 | 3.8 | -1.3 | 2.7 | 5.3 | -1.8 | 0.0 | 5.5 | -0.2
- CC(=NNC(=S)N1CCCCCC1)c1cccc2cccnc12
 : -0.4 | -19.6 | -11.6 | -0.7 | -22.3 | -0.4 | -5.1 | 1.2 | -7.4 | -0.6
- Clc1ccc(-n2c(SCc3nc4ccccc4[nH]3)nnc2-c2ccncc2)cc1
 : -1.1 | -17.5 | -12.5 | 6.3 | 10.5 | -5.1 | -11.1 | 1.2 | 0.8 | -0.2
- Cc1csc2c(N3CCN(S(=O)(=O)c4ccc(Cl)cc4)CC3)ncnc12
 : 8.3 | -4.0 | -2.9 | 1.5 | -15.3 | -6.7 | -2.7 | -6.6 | 3.8 | 0.0
- Cc1ccccc1NC(=O)c1ccccc1NC(=O)Cc1cccc2ccccc12
 : 1.8 | -4.0 | 2.1 | 3.5 | 12.3 | 13.2 | 0.2 | -0.5 | 3.3 | 0.0
- COc1cc(NC(=O)COc2ccc(F)cc2)nc(OC)n1
 : -1.7 | -0.8 | 4.1 | 6.5 | 5.0 | 1.3 | -1.4 | 4.6 | -4.6 | -0.5
- Cc1ccc(CSCCNS(=O)(=O)c2ccccc2)cc1
 : -0.4 | -2.9 | 1.1 | -3.9 | -2.7 | 1.3 | 2.4 | -0.1 | 0.0 | 0.7
- c1ccc(CNc2c(-c3cccc(SC4CCCCC4)c3)nc3ccccn23)cc1
 : -3.5 | -226.8 | i | -0.6 | -7.4 | 13.1 | -91.2 | 2.5 | -1.9 | -8.6
- O=C1NCCOC(=O)[C@@H](Cc2ccc(F)cc2)CC/C=C/C[C@@H]1CC(=O)N(CCO)Cc1ccccc1
 : 0.1 | -10.9 | -3.4 | -5.2 | -4.0 | 14.1 | -6.9 | 0.8 | 6.7 | 0.1
- Oc1ccccc1CNCCCN1CCOCC1
 : -0.2 | -3.1 | 0.0 | 13.7 | -3.4 | -2.8 | -2.0 | -2.5 | 8.0 | 0.2
- CC(=O)c1cccc(NC(=O)CC2S/C(=N/N=C3CCCCCC3)NC2=O)c1 (configuration not stated)
 : 3.1 | 3.5 | -5.8 | 8.6 | 5.0 | -3.1 | -0.2 | 0.4 | 3.7 | 0.2
- C[C@@H]1Cn2cnc(C(=O)Nc3cccc(Cl)c3)c2C(=O)N1
 : 0.7 | -4.4 | -0.3 | 1.9 | 9.3 | 6.0 | 1.2 | 3.1 | -2.0 | -0.2
- COc1ccccc1NS(=O)(=O)c1cc(C(=O)N2CCCC2)ccc1F
 : 0.4 | -3.0 | -3.6 | -5.7 | -9.6 | 7.1 | 0.4 | 0.3 | -9.1 | -0.4
- COc1ccc(N2C(=O)CC(c3ccccc3)C2=O)cc1 (configuration not stated)
 : 3.6 | 3.8 | -0.6 | 19.2 | 0.0 | 5.6 | 1.1 | 0.3 | -0.6 | -0.3
- COc1ccc(-n2nc(C(=O)Nc3ccc4c(c3)OCO4)c3ccccc3c2=O)cc1
 : -3.6 | 2.9 | -5.1 | -7.0 | 4.1 | 7.9 | -5.4 | -1.0 | -4.7 | 0.3

The results go on.
The line under a structure holds: Tn6 DDE FP | ADAM10 inh | PLC-gamma1 inh | TDP2 absorb | ASAP1 GAP inh | ARFGAP1 inh | ADAM17 inh | LEDGF integ inh | DDE Tn7 FP inh | KLK7 zymogen act
- COCCn1cnnc1SCC(=O)Nc1cccc(S(=O)(=O)N2CCCCCC2)c1
 : 3.7 | -1.7 | 1.1 | -3.4 | 3.6 | 2.4 | -3.5 | -0.8 | 7.1 | -0.2
- COC(=O)C(Cc1c[nH]c2ccccc12)NC(C)=O (configuration not stated)
 : 9.0 | 0.3 | 4.8 | -4.7 | 10.5 | 2.2 | -1.9 | -1.8 | -3.6 | 0.1
- CCN1CCN(CC(=O)Nc2c(OC)cccc2OC)CC1
 : -6.9 | -4.5 | 1.4 | -3.0 | 3.0 | 7.2 | -4.0 | 4.3 | -3.0 | 0.5
- COc1ccc(/C(C)=N\NC(=O)C(c2ccncc2)N2CCOCC2)cc1 (configuration not stated)
 : -2.6 | 0.5 | -51.3 | -4.3 | 2.0 | 1.9 | 1.5 | -0.3 | 0.7 | -0.2
- CN(C)C(=O)c1cc(C(=O)c2ccc(F)cc2C(F)(F)F)c[nH]1
 : 6.2 | -2.5 | 3.3 | -9.5 | 1.6 | -9.2 | -4.6 | 1.0 | -5.0 | 0.1
- O=C(/C=C/NNC(=O)c1cccc(Br)c1)c1cccc(Br)c1
 : -6.3 | 13.8 | -5.8 | -0.9 | -3.5 | 3.2 | 6.3 | 0.7 | -2.4 | -1.9
- COCCn1nnnc1CN1CCC(NC(=O)c2ccc(Br)cc2)CC1
 : -10.9 | -2.0 | 2.6 | 1.2 | 2.1 | 8.8 | -2.2 | -0.1 | -4.2 | -0.5
- Cc1cccc(C(=O)NC(C(=O)Nc2cccc(S(=O)(=O)N3CCCC3)c2)C(C)C)c1 (configuration not stated)
 : -5.0 | -1.9 | 2.6 | -6.7 | -1.6 | -5.0 | 3.6 | 8.2 | -8.0 | 0.3
- Cc1cc(Nc2ccc(Br)c(C)c2)n2nc(C)nc2n1
 : -0.7 | -17.9 | 0.6 | -3.9 | 7.1 | -12.3 | -2.4 | -2.9 | 1.7 | 0.5
- CC(=O)c1c(C)[nH]c(C(=O)N2CCCCCC2)c1C
 : 5.5 | 5.0 | 1.1 | 5.3 | -1.2 | -7.3 | -4.0 | -0.4 | -1.6 | -0.1
- CCOc1ccc(N(CC(=O)Nc2cccc(Cl)c2)S(=O)(=O)c2c(C)noc2C)cc1
 : 2.4 | 1.4 | 2.6 | 8.2 | 15.9 | -10.4 | -0.2 | -1.2 | 7.3 | 0.1
- O=[N+]([O-])c1ccc(S(=O)(=O)N2CCN(C3CCN(Cc4ccccc4)CC3)CC2)cc1
 : 8.6 | 2.0 | 0.6 | 8.3 | -4.0 | -0.8 | -0.3 | 0.0 | 2.7 | -0.6
- N#Cc1cnc(Sc2ccccc2)nc1
 : 6.5 | 2.4 | -0.2 | -9.7 | -11.0 | 1.6 | -2.0 | -0.3 | 4.5 | 0.2
- Clc1ccc(N/N=C/c2ccncc2)cc1Cl
 : -9.1 | 12.3 | -6.0 | -11.1 | 13.4 | 13.5 | 5.8 | -0.7 | -0.1 | 0.2
- O=C(O)c1ccc(-c2nc(-c3ccccc3)c(-c3cccs3)[nH]2)cc1
 : -3.2 | i | -304.4 | -6.8 | -4.7 | -8.5 | -163.2 | -2.6 | -3.6 | 9.6

Next section:
The line under a structure holds: Tn6 DDE FP | ADAM10 inh | PLC-gamma1 inh | TDP2 absorb | ASAP1 GAP inh | ARFGAP1 inh | ADAM17 inh | LEDGF integ inh | DDE Tn7 FP inh | KLK7 zymogen act
- CCn1c(O)c(/C=C/C=C/C=Nc2ccccc2)sc1=S
 : -7.1 | -3.4 | -5.6 | -10.7 | -3.2 | -7.6 | -3.6 | -0.2 | 6.3 | 0.2
- O=C(NCC(c1cccnc1)N1CCN(c2ccc(F)cc2)CC1)c1ccc(F)cc1 (configuration not stated)
 : -2.9 | 4.5 | 7.7 | -15.2 | -2.5 | 2.0 | 2.3 | -1.1 | 0.1 | -0.2
- Cc1ccc(N(C(=O)Cc2cccs2)C(C(=O)NCC2CCCO2)c2ccncc2)cc1 (configuration not stated)
 : 2.0 | -11.5 | 0.2 | -3.2 | 12.1 | -4.0 | -0.5 | 5.4 | -7.4 | 0.2
- CCN(CC)CCn1cnc2c1c(=O)[nH]c(=O)n2Cc1ccccc1
 : -1.1 | 0.3 | 1.1 | 10.8 | -5.7 | 4.3 | -1.2 | -0.1 | 1.2 | -0.3
- Cc1nn(C)c(Oc2cccc(Cl)c2)c1C=O
 : -0.2 | 1.2 | 0.6 | 5.9 | 1.4 | 4.1 | 3.1 | 4.2 | 1.4 | -0.2
- C/C(=N\NC(=O)c1cccc(N/N=C(\C)c2ccccc2)c1)c1ccccc1
 : -4.5 | 12.2 | -11.0 | -1.8 | -7.2 | 2.8 | 1.2 | -2.9 | 0.6 | 0.4
- OC(c1ccc(F)c(F)c1)c1nc(-c2ccc(F)c(Cl)c2)cs1 (configuration not stated)
 : -5.4 | 21.9* | -3.9 | 0.4 | -2.4 | 9.3 | 8.9* | 0.3 | -8.9 | -0.3
- Cc1c(C(C)(C)O)[nH]c2ccc(C(F)(F)F)cc12
 : -5.6 | 3.3 | 1.0 | 2.7 | 6.6 | 13.9 | 2.3 | -4.5 | -1.4 | 0.4
- COc1ccc(NC(=O)Nc2ccc(C(=O)N3CCOCC3)cc2)cc1
 : -1.0 | -14.3 | -0.2 | 6.1 | -0.6 | -5.9 | 0.4 | -2.7 | 5.3 | -0.3
- COC(=O)c1ccc2c(=O)n(CCCCCC(=O)NC(C)C)c(=O)[nH]c2c1
 : -12.6 | -97.2 | -58.5 | -7.5 | -8.4 | 5.5 | -43.2 | 1.2 | 8.4 | -0.6
- COc1ccc(C)cc1S(=O)(=O)N1CCC(C(=O)NC2CCCC2)CC1
 : -2.0 | -3.4 | -1.4 | 0.1 | 1.7 | -2.2 | -6.6 | -0.7 | 2.3 | -1.3
- O=C(NCC12CC3CC(CC(C3)C1)C2)c1nn2cccnc2c1Cl
 : -0.9 | -2.5 | -19.0 | 1.5 | -7.1 | -2.2 | -4.0 | 1.1 | 6.1 | 0.5
- O=C(c1cc(-c2cccc(Cl)c2)on1)N1CCN(c2ccccc2)CC1
 : 5.8 | 1.3 | 0.0 | 0.1 | -0.2 | -13.7 | 2.6 | -0.2 | 3.8 | 0.2
- Cc1cccc(NC(=O)c2ccc(S(=O)(=O)N3CCCCCC3)cc2)n1
 : 0.2 | 4.4 | 4.7 | 18.1 | 5.0 | 8.4 | 1.9 | 1.5 | 5.7 | 0.1
- COc1ccc(-c2cc(C(F)(F)F)n3ncc(C(=O)N4CCc5ccccc5C4)c3n2)cc1
 : -0.3 | -44.8 | -143.8 | -1.4 | 10.6 | 5.7 | -15.7 | -4.9 | 4.2 | -11.4
- CCCCNC(=S)N1CCC(Cc2ccccc2)CC1
 : 2.2 | 1.1 | 2.6 | -7.6 | -9.4 | -1.6 | 1.1 | 5.0 | 0.1 | 0.8
- Cc1ccc(S(=O)(=O)N(C)[C@H]2C[C@H]3c4[nH]c5c(-c6ccccc6)cccc5c4CCN3C(=O)[C@H]2[C@H](C)O)cc1
 : 4.7 | i | -310.9 | -5.9 | 1.7 | 8.3 | -272.1 | -2.7 | 3.3 | -34.0
- COc1ccccc1-c1nc(C(N)=O)c2[nH]c(=O)n(-c3cccc(C)c3)c2n1
 : -8.9 | -115.1 | -21.0 | 0.1 | -6.0 | 1.8 | -42.2 | -1.3 | -1.1 | -11.8

Bioassay records deposited in PubChem by The Scripps Research Institute Molecular Screening Center.
